M17LAP inhibition: P. falciparum M17LAP inhibitors, primary screen, biochemical, fluorogenic H-Leu-NHMec substrate, 1536-well (AID 1619) | recombinant M17LAP, H-Leu-NHMec fluorogenic kinetic assay; higher % means a stronger effect | inhibition, % at 30 µM, or IC50 in µM where a hit was titrated | 220,000 compounds, 0.38% hits;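 active means compound inhibiting the enzyme by more than half at any dose during confirmatory dose-response retesting; inconclusive means strong single-dose inhibitors picked by rank but not retested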;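 further: plate controls were full reaction with DMSO carrier for no effect and no enzyme background for full effect; strong numbers were not always called active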
KOR beta-arrestin-1: kappa opioid receptor blockers – cell-based, luminescence, uHTS (AID 1778). KOR beta-arrestin recruitment, luminescence, antagonist mode; higher % means a stronger effect. 290,000 compounds, 0.091% hits. inhibition, % at 10 µM, or IC50 in µM where a hit was titrated; further: strong numbers were not always called active
NOD1 inhibition: inhibition of NOD1-driven NF-kB reporter – cell-based, luminescence, uHTS, primary screen (AID 1578) | NOD1-driven NF-kB luciferase reporter cells, luminescence; higher % means a stronger effect | 290,000 compounds, 1% hits | inhibition, % at 4 µM; hits with a dose series show EC50 in µM; in the data active means inhibition mostly above about 36%, no sharp cut-off; inactive means mostly below about 34%;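 further: HEK-293T reporter cells stimulated with the NOD1 agonist gamma-tri-DAP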
HEK293 NOD2/NF-kB: NOD2 signaling inhibitors, cell-based, luminescence, uHTS, HEK293 (AID 1566); one-dose inhibition, % at 4 µM; EC50 in µM for titrated hits; 290,000 compounds, 0.63% hits; HEK293 NOD2/NF-kB luciferase reporter, luminescence; higher % means a stronger effect; further: many of its hits are not listed in these tables
KOR beta-arrestin-2: kappa opioid receptor activators – cell-based, luminescence, uHTS, primary screen (AID 1777); KOR beta-arrestin recruitment, luminescence; higher % means a stronger effect; activation, % at 10 µM; hits with a dose series show EC50 in µM; 280,000 compounds, 0.02% hits; in the data active means activation above about 50%, passing the limit was not always enough; further: a part of the inactive calls stands beside numbers as strong as those of hits
M1AAP inhibition: P. falciparum M1AAP inhibitors, biochemical, fluorogenic H-Leu-NHMec substrate, 1536-well (AID 1445). recombinant M1AAP, H-Leu-NHMec fluorogenic kinetic assay; higher % means a stronger effect. inhibition, % at 30 µM; hits with a dose series show IC50 in µM. 220,000 compounds, 0.42% hits;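 active means primary inhibition above the hit cutoff, then over 50% inhibition at one or more dose response concentrations, cut at about 23% in these data, passing the limit was not always enough; inconclusive means conflicting primary data, or primary hits not chosen for dose response; inactive means low primary inhibition, or under 50% at every dose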;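 further: plate controls were DMSO full reaction for no effect and no enzyme background for full effect; strong numbers were not always called active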
AID2073: disruptors of CaV2.2 binding to Mint1 – biochemical, HTRF (AID 2073); HTRF protein-protein interaction, Mint1-CaV2.2; higher % means a stronger effect; 290,000 compounds, 0.19% hits; inhibition, % at 20 µM, or IC50 in µM where a hit was titrated; in the data active means inhibition mostly above about 51%, no sharp cut-off; inconclusive means no clear call, values can overlap the other calls; inactive means mostly below about 53%; further: some results filed as inactive read as strong as hits
Dynein cargo inh: blocks dynein driven cargo transport along microtubules; 3617.4 mouse cells, GR-EGFP nuclear translocation imaging; test concentration mostly 20 µM; stimulated with dexamethasone, 1 µM; active compounds read low; z-score, hits read low; 220,000 compounds, 0.47% hits; AID 1381;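 active means plate z-score of nuclear minus cytoplasmic receptor signal below a set negative limit, without overly bright fluorescence or cell loss, cut at about -3.5 in these data, passing the limit was not always enough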;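 further: z-score of nuclear minus cytoplasmic ring GR-EGFP intensity difference per well; some compounds called inactive have numbers as strong as hits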
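Buffer or medium: tet-free, stripped-serum medium; Also added: dexamethasone, 1.0 µM final; Technique: high-content fluorescence imaging after fixation; Times: 48 h induction, 1 h compound, 30 min dex at 37 °C; Read-out: per-cell GR-EGFP intensity, nucleus versus surrounding cytoplasmic ring, well-averaged.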
GPR55 beta-arrestin: GPR55 agonists via beta-arrestin recruitment, primary screen, imaging, U2OS cells, beta-arrestin-GFP redistribution (AID 1961); 290,000 compounds, 0.048% hits; U2OS GPR55 beta-arrestin-GFP redistribution imaging; higher % means a stronger effect; activation, % at 10 µM, or EC50 in µM where a hit was titrated;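 active means activation above 40% with more than 50 cells counted in the well; inconclusive means wells holding fewer than 50 cells, flagged as toxic or sparse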;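 further: U2OS osteosarcoma cells stably expressing GPR55 and beta-arrestin-GFP; plate controls were DMSO negative control for no effect and LPI positive control for full effect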
Dynein cargo inh cytoplasmic EGFP: further read-out of Dynein cargo inh, marked with its call; z-score; measured here: cytoplasmic GR-EGFP intensity; active compounds read high
Dynein cargo inh nuclear GR-EGFP: second read-out of Dynein cargo inh, no call of its own (marks repeat the call); z-score; measured here: nuclear GR-EGFP intensity;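 lower value marks the stronger effect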
Dynein cargo inh cell count: further read-out of Dynein cargo inh, marked with its call; z-score; measured here: cell count per field
* = called active by the depositor; ? = inconclusive; / = no result given; [ ] = remark or other dose. Unless noted, no stated cut-off is given here; in the data, active means inhibition above about 50%; inactive means the rest.

Each structure is followed by: M17LAP inhibition	KOR beta-arrestin-1	NOD1 inhibition	HEK293 NOD2/NF-kB	KOR beta-arrestin-2	M1AAP inhibition	AID2073	Dynein cargo inh	Dynein cargo inh cytoplasmic EGFP	Dynein cargo inh nuclear GR-EGFP	Dynein cargo inh cell count	GPR55 beta-arrestin
> CC(C)(C)NC(=O)CN(C(=O)CCC(=O)Nc1nccs1)c1ccc(F)cc1
    /	-15%[20 µM]	-26%	11%	-0.9%	/	12%	/	/	/	/	-0.3%
> O=C(Nc1ccccc1F)c1oc2ccccc2c1NC(=O)C1CC1
    /	-26%	-16%	-6%	0.1%	/	-6%	/	/	/	/	-0.1%
> O=C(OCC(=O)N1CCOCC1)c1ccc(Br)cc1
    /	-22%	-9%	6%	-1.0%	/	2%	/	/	/	/	0.3%
> Cc1ccc(C(=O)N/N=C\c2cccs2)cn1
    5%	39%	-36%	-9%	-2.3%	5%	11%	-0.2	0.19	0.077	0.47	-0.5%
> CN(C)CCOC(=O)NCC12CC3CC(CC(C3)C1)C2
    -3%	-32%	18%	-3%	8.4%	12%	-4%	-0.33	-0.18	-0.19	0.98	0.3%
> Cc1c(NC(=O)OCCNC(=O)COc2ccc(Cl)cc2Cl)sc(=S)n1C
    9%	-44%	-19%	-28%	-1.0%	5%	-27%	0.18	-0.22	0.59	-0.78	-0.2%
> COc1ccc(-n2c(C)cc(C(=O)COC(=O)c3cc(OC)c(OC)cc3NC(=O)c3cccs3)c2C)cc1
    -3%	19%	-19%	6%	1.0%	18%	17%	-0.35	-0.32	-0.2	1.1	0.1%
> O=C(NN1C(=O)C2C3CCC(O3)C2C1=O)c1ccc(Cl)cc1 (centres undefined)
    2%	3%	-31%	5%	-0.1%	0%	4%	-0.16	0.034	-0.18	0.79	0.5%
> Cc1ccccc1N=C1SCC(=O)N1Cc1ccccc1
    -5%	25%	-13%	0%	-3.2%	3%	6%	0.51	-0.21	0.39	-0.25	0.2%
> COc1cc(OC)cc(C(=O)N[C@H](C(=O)OCC(=O)Nc2ccc(F)c(F)c2F)C(C)C)c1
    0%	-58%	-8%	0%	12%	-2%	-7%	-0.57	-0.29	-0.097	0.35	0.6%
> c1cnc(N2CC[N+]3(CCCC3)CC2)nc1
    3%	-2%	1%	2%	-2.6%	3%	2%	-1.3	0.081	-0.44	0.35	-0.2%
> COc1ccc(/C=C/CN2CCCC(C(=O)c3ccc(OC)c(F)c3)C2)cc1 (centres undefined)
    -4%	-26%	-25%	9%	3.0%	5%	7%	-0.0052	-0.21	0.23	-0.81	0.3%
> CCn1nc(C)c(CCC(=O)O)c1C
    -10%	-19%[20 µM]	-27%	14%	/	-4%	13%	1.3	-0.34	0.86	-0.18	-0.1%
> CC(=O)c1c(OC(=O)c2ccc(C)cc2)c2ccccc2n1C
    3%	7%	6%	5%	-1.3%	4%	0%	0.72	-0.23	0.65	-0.074	-0.3%
> O=C(Nc1cccc(Br)c1)c1cccc(OC(=S)N2CCOCC2)c1
    /	-10%	22%	38%	3.6%	/	12%	/	/	/	/	0.4%
> CC(=O)c1ccc(NC(=O)/C(Cl)=C/c2ccccc2)cc1
    -7%	-14%	-30%	-73%	0.4%	-7%	-2%	1.9	-0.12	1.7	-1.6	-0.2%
> Cc1ccccc1-c1cn(-c2ccccc2)c(=S)[nH]1
    /	1%	-24%	-47%	0.1%	/	-21%	/	/	/	/	0.6%
> CC1CCCCN1C(=O)C1CCCN(S(=O)(=O)c2cccc3nsnc23)C1 (centres undefined)
    /	14%	-16%	18%	1.3%	/	6%	/	/	/	/	0.6%
> COc1ccccc1-c1nc(-c2ccccc2)[nH]c(=O)c1C#N
    5%	-6%	-19%	2%	-1.1%	4%	14%	-0.53	-0.26	-0.23	0.61	0.4%
> COc1ccc(-n2c(C)cc(C(=O)CN3C(=O)NC4(CCc5ccccc54)C3=O)c2C)cc1 (centres undefined)
    2%	-35%	-42%	11%	-4.1%	4%	9%	0.18	-0.13	0.6	-1.9	0.7%
> O=C1CN(C(=O)c2ccc(Br)o2)C(c2ccc(F)cc2)c2cc(Cl)ccc2N1 (centres undefined)
    4%	0%	-17%	15%	-3.2%	9%	-5%	-0.1	-0.29	0.27	-0.6	0.6%
> CCC(=O)NCCc1nc2cc(NC(=O)c3cccc([N+](=O)[O-])c3)ccc2n1C
    /	-38%	0%	-16%	4.8%	/	-6%	/	/	/	/	-0.1%
> O=[N+]([O-])c1c(NCCO)cc(N2CCCCCC2)c2nonc12
    /	-6%[20 µM]	-21%	4%	-2.8%	/	-1%	/	/	/	/	-0.1%
> COc1ccc(C(=O)OC(C)CN2CCN(C)CC2)cc1 (centres undefined)
    /	11%	-8%	3%	-1.4%	/	5%	/	/	/	/	0.7%
> CC(C)Sc1nc2sc(-c3ccccc3)cc2c(=O)n1N
    -3%	-25%	-4%	-7%	13%	7%	8%	-0.54	-0.046	0.19	0.2	-0.1%
> COc1ccc(C(=O)Nc2cccc(C(=O)NCc3ccco3)c2)cc1
    12%	-19%[20 µM]	-12%	-3%	/	8%	6%	-0.61	-0.043	-0.018	0.47	0.2%
> Cc1cc(C)n2nc(SCC(=O)N/N=C/c3ccccc3F)nc2n1
    4%	-25%	-19%	-2%	3.5%	15%	-3%	-0.41	-0.21	0.33	0.76	0.2%
> COc1ccccc1C(=O)Nc1ccc2c(c1)CCCN2C(=O)c1ccccc1
    /	-48%	-34%	4%	7.2%	/	21%	/	/	/	/	-0.2%
> C/C(Cl)=C\Cn1c(N2CCCC2)nc2c1c(=O)n(C)c(=O)n2C
    /	-28%	-10%	0%	-3.3%	/	10%	/	/	/	/	0.0%
> Cc1cc2ccccc2nc1SCC(=O)Nc1nc(-c2ccccc2)cs1
    2%	12%	-4%	-10%	0.3%	9%	21%	0.58	-0.2	0.66	-0.5	36%
> CCN(CC)Cc1c(O)ccc2c(=O)c(Oc3ccccc3OC)coc12
    -93%	0%	16%	-3%	9.1%	5%	?	-0.3	-0.23	-0.55	0.37	-0.1%
> Cc1ccc(S(=O)(=O)N(C)c2ccc(OCC(=O)NCc3ccco3)cc2)cc1
    6%	-20%	2%	1%	0.1%	0%	7%	-1.7	-0.14	-0.59	0.98	0.0%
> O=[N+]([O-])c1ccc(N=NNc2ccccc2)cc1
    22%	28%	-59%	-58%	-3.9%	11%	3%	-0.72	-0.22	-0.27	0.55	0.7%
> Cc1nc2nc(-c3ccc(F)cc3)cn2nc1C
    /	-10%	-8%	-66%	1.4%	/	35%	/	/	/	/	0.3%
> COC(=O)[C@@H]1C[C@@]2(O)[C@H](O)[C@H](O)[C@H](O)C[C@H]2N1CC(c1ccccc1)c1ccccc1
    3%	-25%	2%	-5%	6.8%	12%	8%	-0.2	-0.78	-0.0053	0.39	-0.1%
> Cc1ccn2c(C(=O)N/N=C/c3ccc(CNC(=O)C(=O)Nc4ccc(C)c(C)c4)o3)c(C)nc2c1
    7%	7%	-25%	-4%	-2.2%	9%	13%	1.2	-0.22	1.4	-1.9	-0.2%
> S=c1[nH]cnc2scc(-c3ccc(Br)cc3)c12
    13%	-12%	39%	29%	4.3%	5%	14%	-0.86	0.34	-0.29	0.64	-0.4%
> Clc1ccc(-c2csc(N/N=C/c3ccc4c(c3)OCO4)n2)cc1
    14%	-18%	-27%	-9%	-1.9%	-1%	8%	0.75	-0.21	0.54	0.93	0.2%
> COc1ccccc1NS(=O)(=O)c1cc(NC(=O)C2CCC2)ccc1N1CCCCC1
    -3%	26%	7%	7%	1.7%	3%	14%	0.34	-0.0024	0.1	0.16	-0.1%
> COc1cc2c(C(=O)NCc3ccc4c(c3)OCO4)cn(C)c(=O)c2cc1OC
    -6%	-8%	-24%	8%	1.2%	4%	13%	0.24	-0.08	0.46	0.17	0.3%
> CCOC(=O)c1c(C)oc2ccc(OC(=O)c3cccs3)cc12
    15%	21%	0%	12%	0.3%	3%	6%	0.74	-0.26	0.91	-0.19	0.1%
> Cn1c(=O)c(C(=O)CCl)c(N)n(CC2CC2)c1=O
    -34%	-4%	44%	39%	-2.8%	-3%	-1%	-1.8	-0.13	-0.38	0.64	-0.3%
> O=C1COc2ccc(S(=O)(=O)NCCc3ccccc3)cc2N1
    /	13%	-19%	18%	-5.3%	/	-6%	/	/	/	/	-0.2%
> CCc1nnc(NC(=O)c2nc(S(=O)(=O)Cc3cccc(C)c3)ncc2Cl)s1
    /	0%	24%	-68%	11%	/	18%	/	/	/	/	-0.1%
> Cc1ccccc1C1=NC(C(F)(F)F)(C(F)(F)F)c2c(n(C)c(=O)n(C)c2=O)N1
    -6%	3%	-5%	15%	-3.0%	-2%	2%	0.11	1.1	0.5	0.12	0.1%
> CCN(C(=O)CN1CCN(C)CC1)c1cccc2ccccc12
    18%	-37%	-19%	-8%	23%	-1%	-3%	2	-0.18	2	-1.8	-0.2%
> CCCN(CCC)C(=O)c1cc2c(=O)[nH]c3ccc(C)cc3c2s1
    -1%	-18%	-10%	23%	5.0%	2%	11%	0.5	-0.19	0.64	-0.57	-0.3%
> COC(=O)/C(=C\Nc1ccc(Cl)c2ccccc12)c1ncc(C(F)(F)F)cc1Cl
    6%	2%	17%	4%	-2.6%	-3%	4%	-0.5	-0.2	-0.36	1.1	0.3%
> CC(C)c1ccc(NC(=O)CSc2ncccc2C(=O)Oc2cccc([N+](=O)[O-])c2)cc1
    8.5µM*	-10%	19%	16%	3.1%	-4%	-4%	-0.42	0.19	0.028	0.61	-0.3%
> O=[N+]([O-])c1cnccc1NC1CCCCC1
    /	1%	1%	12%	-2.9%	/	11%	/	/	/	/	-0.1%
> COc1ccc(C(=O)NC2CCN(S(=O)(=O)c3ccc(F)cc3)CC2)cc1
    /	1%	8%	7%	-3.8%	/	8%	/	/	/	/	0.5%
> CC1CCCCN1C(=O)CN1C(=O)CSc2ccc(S(=O)(=O)N3CCOCC3)cc21 (centres undefined)
    /	-37%	-13%	13%	-2.0%	/	-6%	/	/	/	/	-0.1%
> COc1ccc(OC)c(C2C3=C(CC(C)(C)CC3=O)Nc3nnnn32)c1 (centres undefined)
    -10%	20%	-13%	15%	-0.6%	9%	2%	-0.52	-0.095	-0.063	0.19	-0.5%
> COCc1cc(C)nc(SCC(=O)Nc2ccc3c(c2)n(C)c(=O)n3C)c1C#N
    /	-2%	-49%	7%	1.7%	/	3%	/	/	/	/	-0.1%

Some of the compounds tested; rates above refer to the full screens.
